RTF Ca sens act: cardiac RTF calcium sensitivity activators, primary screen, biochemical, IANBD-TnC fluorescence, EC20 calcium; AID 493008, 2010; activation, % at 7.2 µM; hit rate 0.24% among 340,000; Troponin I, cardiac muscle (Homo sapiens) + Troponin T, cardiac muscle (Homo sapiens) + …; IANBD-labeled TnC RTF fluorescence at EC20 calcium; 0% EC20 calcium, 100% full calcium;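 active = activation above the mean over all tested compounds plus 3 SD, cut at about 30% in these data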;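 also: rise in fluorescence read as greater calcium sensitivity of cardiac thin filaments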
CAL PDZ FP-1: untagged CAL PDZ binding inhibitors, primary screen, biochemical, fluorescence polarization, HTS. Golgi-associated PDZ and coiled-coil motif-containing protein (Homo sapiens), Q9HD26. purified CAL PDZ, TMR-peptide fluorescence polarization, 1 h. inhibition, % at 24.9 µM. hit rate 0.92% among 300,000. AID 602252, 2012;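 active = mean inhibition of at least 30% with at least half of replicates also reaching 30%; inconclusive = no clear call, values can overlap the other calls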;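 also: 0% = DMSO neutral control and 100% = excess unlabeled competitor peptide PRC23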
Keap1 Nrf2 FP: Keap1-Nrf2 protein-protein interaction inhibitors, primary screen, biochemical, fluorescence polarization, single point. Keap1 Kelch-Nrf2 peptide fluorescence polarization, 1536-well. Kelch-like ECH-associated protein 1 (Homo sapiens), Q14145. hit rate 0.15% among 340,000. inhibition, % at 9.4 µM. AID 504523, 2011; in the data active = inhibition above about 12%; inconclusive = no clear call, values can overlap the other calls; inactive = below about 7.3%;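 also: human Keap1 Kelch domain with fluorescein labeled Nrf2 9mer peptide probe; 0% = neutral control wells and 100% = peptide positive control; higher means more block of Keap1 binding to Nrf2 peptide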
Target sequence (Q14145 whole entry, looked up, the tested form may be a part): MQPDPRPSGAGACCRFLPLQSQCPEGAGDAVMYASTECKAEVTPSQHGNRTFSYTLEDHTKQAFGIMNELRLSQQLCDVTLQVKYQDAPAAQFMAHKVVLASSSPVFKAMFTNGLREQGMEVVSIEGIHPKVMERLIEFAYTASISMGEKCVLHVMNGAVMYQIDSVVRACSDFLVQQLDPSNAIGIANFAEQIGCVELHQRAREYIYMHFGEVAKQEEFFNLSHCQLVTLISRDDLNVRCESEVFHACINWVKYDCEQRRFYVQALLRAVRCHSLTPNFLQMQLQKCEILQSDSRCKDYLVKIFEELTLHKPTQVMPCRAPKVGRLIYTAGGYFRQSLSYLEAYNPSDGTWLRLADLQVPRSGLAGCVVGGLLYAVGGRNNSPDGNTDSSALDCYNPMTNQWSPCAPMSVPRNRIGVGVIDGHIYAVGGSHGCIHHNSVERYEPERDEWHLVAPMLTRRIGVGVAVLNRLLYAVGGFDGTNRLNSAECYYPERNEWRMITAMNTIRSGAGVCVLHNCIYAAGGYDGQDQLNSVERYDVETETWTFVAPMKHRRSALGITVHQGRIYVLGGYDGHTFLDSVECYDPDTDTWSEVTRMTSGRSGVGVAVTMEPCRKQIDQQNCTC
Rtt109 Vps75: inhibitors of C. albicans Rtt109/Vps75 HAT, primary screen, biochemical, ThioGlo CoA-SH fluorescence, plate reader; Histone acetyltransferase RTT109 (Candida albicans (strain SC5314 / ATCC MYA-2876)), …; purified Rtt109/Vps75, 4 h; inhibition, % at 34.9 µM; hit rate 0.16% among 330,000; AID 540336, 2011;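 active = inhibition of at least 50% in every replicate; inconclusive = best replicate reaches 50% inhibition but some replicates fall short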
Target sequence (Q5AAJ8 whole entry, looked up): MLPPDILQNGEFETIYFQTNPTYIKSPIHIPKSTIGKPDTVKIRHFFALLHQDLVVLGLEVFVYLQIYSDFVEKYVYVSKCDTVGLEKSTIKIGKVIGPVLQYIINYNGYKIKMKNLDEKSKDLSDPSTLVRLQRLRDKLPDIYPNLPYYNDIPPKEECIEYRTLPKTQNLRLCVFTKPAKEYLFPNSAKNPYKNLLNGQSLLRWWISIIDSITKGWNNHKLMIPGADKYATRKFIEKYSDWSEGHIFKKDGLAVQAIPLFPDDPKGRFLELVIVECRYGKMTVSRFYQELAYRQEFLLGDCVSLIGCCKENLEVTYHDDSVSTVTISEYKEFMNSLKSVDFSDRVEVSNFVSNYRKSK
C-LANA FP: inhibitors of KSHV C-LANA binding to DNA, primary screen, biochemical, fluorescence polarization, FAM-LBS DNA, MBP-C-LANA, single point; Kaposi's sarcoma herpesvirus LANA C-terminal domain (residues 932-1162) DNA binding; hit rate 0.078% among 340,000; inhibition, % at 9 µM; AID 504423, 2011;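 active = highest replicate inhibition at or above 60% at 9 µM, even if other replicates fall short; inactive = all replicates below 60% inhibition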;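 also: 0% = neutral control wells and 100% = 4 µM acridine orange control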
DAGLB inhibitor: DAGLB lipase inhibitors, primary screen, biochemical, fluorescence, HTS; HEK293T DAGLB membrane lysate, EnzChek fluorogenic substrate; inhibition, % at 5.17 µM; hit rate 0.059% among 340,000; AID 504411, 2011; in the data active = inhibition above about 34%;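 also: 0% = enzyme with vehicle and 100% = wells lacking enzyme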
CAL PDZ FP-2: CAL PDZ peptide-binding inhibitors, primary screen, biochemical, fluorescence polarization, Cer-tagged CAL PDZ, HTS; purified CAL PDZ, TMR-peptide fluorescence polarization, 1 h; hit rate 0.02% among 330,000; Golgi-associated PDZ and coiled-coil motif-containing protein (Homo sapiens), Q9HD26; AID 504414, 2011; inhibition, % at 20 µM;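 active = highest replicate inhibition of at least 40%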;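 also: plate controls were DMSO neutral control wells for no effect and unlabeled competitor peptide control wells for full effect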
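Control set: unlabelled peptide and DMSO controls / Material: purified CerCALP PDZ construct / Timing: 1 h incubation at room temperature before polarization reading / Doses: 20 µM, one dose / Detection: fluorescence polarization (mP)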
SR-BI DiI-HDL act: activators of SR-BI mediated DiI-HDL uptake, primary screen, ldlA[mSR-BI] CHO cells, DiI fluorescence; activation, % at 12.5 µM; hit rate 0.096% among 320,000; AID 504775, 2011; 3 h; 100 = double the neutral-control signal;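 active = mean replicate activation of at least 60% and every replicate at or above 60%; inconclusive = mean or all-replicate condition met, but not both; inactive = mean below 60% and not all replicates reaching 60%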;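 also: 0% = median plate neutral-control signal and 100% = twice that signal; values of inactives mirror those of a sister screen read the other way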
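material = CHO ldlA[mSR-BI] cells | medium = Ham's F12 with 0.5% BSA, HEPES 25 mM, pH 7.4 | reagent = fluorescent DiI-HDL, 10 µg/mL final | compound dosing = single-point compound dose | incubation = 3 h, 37 °C | measured by = bottom-read fluorescence, 550/595 nm | measure = HDL uptake via cellular fluorescence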
Cardiac RTF inh: cardiac RTF calcium sensitivity inhibitors, primary screen, biochemical, IANBD-TnC fluorescence, EC70 calcium. Troponin I, cardiac muscle (Homo sapiens) + Troponin T, cardiac muscle (Homo sapiens) + …. IANBD-labeled cardiac RTF, Ca2+ fluorescence. hit rate 0.12% among 340,000. inhibition, % at 7.15 µM;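 active = inhibition above the mean inhibition of all tested compounds plus 3 SD, cut at about 17% in these data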;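 also: assay run at fixed EC70 calcium of 1.6 mM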
PKA-R2B activ: activators of PKA-R2B holoenzyme, primary screen, biochemical, fluorescence polarization, Cy5-IP20, human; PKA-R2B holoenzyme dissociation; R2B truncated from residue 108, S112A mutant; 0% DMSO only, 100% 113 µM cGMP; hit rate 0.079% among 340,000; AID 504700, 2011; cAMP-dependent protein kinase catalytic subunit beta (Homo sapiens) + cAMP-dependent …; activation, % at 11.4 µM;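 active = activation above a cutoff set at the mean over all compounds plus 3 SD, cut at about 18% in these data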;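 also: higher means more holoenzyme dissociation and a rise in polarization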
Numbers without * were called inactive; ? = inconclusive; . = no result given. An unsorted share of the library; any-hit rate near 1.6%.

SMILES	RTF Ca sens act	CAL PDZ FP-1	Keap1 Nrf2 FP	Rtt109 Vps75	C-LANA FP	DAGLB inhibitor	CAL PDZ FP-2	SR-BI DiI-HDL act	Cardiac RTF inh	PKA-R2B activ
CCc1c(C)c(C#N)c2nc3ccccc3n2c1NCc1ccccn1	3	.	3	-10	-0.9	0	-0.2	-10	-2	12
C=CCn1c(SCC(=O)Nc2c(C)nn(Cc3ccccc3)c2C)nnc1C(O)c1ccccc1 (centres undefined)	3	-2	0	2	0.8	1	0.1	1	0	5
O=C(Nc1ccc(SC(F)F)cc1)C1CC(=O)N(Cc2ccccc2)C1 (centres undefined)	-3	-2	2	14	0.1	0	-3.3	12	0	-13
COc1ccc(N2CCN(C(=N)/C(C(C)=O)=C(\C)O)CC2)cc1	-3	1	-6	3	0.7	3	0.2	6	4	-8
CC(=O)Nc1cccc(OC(=O)N2CCOCC2)c1	-2	-2	2	-7	1.3	-2	-3.1	22	-8	0
CC(C)[C@H]1COCCS(=O)(=O)N1Cc1ccccc1F	-5	1	-7	0	1.2	0	-1.8	9	-6	-4
Nc1nnc(-c2ccccc2[N+](=O)[O-])o1	-3	3	-1	-4	0.0	0	0.4	15	-1	3
Cc1cc(Br)ccc1NC(=O)c1sc2ncn(CC(=O)N3CCN(c4ccccn4)CC3)c(=O)c2c1C	2	1	-5	-16	-0.5	0	-1.7	-50	-4	4
O=C(c1ccc2c(c1)OCO2)N1CCC(Cc2ccccc2)CC1	5	.	3	1	-4.3	-18	-1.2	-12	3	1
CC1=CC(=O)C(C(C)=Nc2ccccc2Cl)C(=O)O1 (centres undefined)	-1	1	0	-10	-1.1	-2	-1.7	.	-2	7
COc1ccc2nc(SCC(=O)NCc3ccc(F)cc3)[nH]c2c1	-8	.	3	4	0.2	0	0.6	.	-13	-14
CC(=O)N1CCN(C(=O)c2ccco2)CC1	-7	3	1	-10	1.3	-2	-0.1	.	0	-4
O=C(Nc1cccnc1)c1ccc(Cl)c(S(=O)(=O)N2CCCCC2)c1	-2	-10	-6	-8	1.1	-2	-5.1	-1	-9	-13
CCN(CC(=O)Nc1c(F)cccc1F)C(=O)C1CC(=O)N(c2ccccc2OC)C1 (centres undefined)	-4	-4	-2	-8	1.4	0	2.1	3	-9	-3
Cc1ccccc1N(CC(=O)N1CCCC1)S(=O)(=O)c1ccc(Cl)cc1	-2	-2	-2	-2	-0.8	0	-3.6	-10	-4	-3
COCCCNC(=S)N(CCCO)Cc1cc2cc3c(cc2[nH]c1=O)OCO3	-2	-4	0	-2	-0.1	-1	-0.6	25	-22	3
CCN(CC(=O)Nc1ccc2c(c1)OCCO2)S(=O)(=O)c1cccs1	-5	2	-2	0	-1.1	2	-2.4	-7	3	-2
COc1ccc(/C(N)=N/OC(=O)c2cc(-c3ccccc3)nc3ccccc23)cc1	0	.	-4	-1	2.6	-6	-1.2	-41	-7	-5
c1ccc2c(c1)[nH]c1c(N3CCCC3)ncnc12	2	-2	-3	12	0.8	0	-0.1	34	3	-3
O=C(O)c1ccccc1N1C(=O)C2C3c4ccccc4C(Br)(c4ccccc43)C2C1=O (centres undefined)	-4	-6	3	.	0.2	1	-1.0	11	8	-6
CC(C)(C)n1nnnc1C(c1ccc2ncccc2c1)N1CCSCC1 (centres undefined)	6	-4	-6	-1	-1.1	0	-0.5	-17	5	-4
Cc1ccc(-c2nc(CSCC(=O)N3CCN(c4ccccn4)CC3)c(C)o2)cc1	-4	.	3	14	1.8	-3	-0.3	-44	-2	2
O=C(NCc1cccs1)c1cc(-c2cccc(Cl)c2)on1	-1	.	1	-11	0.7	-10	-0.4	-3	-1	3
COc1ccc(S(=O)(=O)N2CCN(C(=O)NCc3ccccc3)CC2)cc1	-1	-3	-1	-2	2.2	-3	.	-4	-9	-4
CC(NC(=O)OC(C)(C)C)C(=O)Oc1cc2oc(=O)cc(-c3ccccc3)c2cc1Cl (centres undefined)	1	-1	-6	-10	2.8	1	-0.3	11	-4	-10
O=C(Nc1cccc(-c2nc3ccccc3[nH]2)c1)c1ccccn1	1	-2	-3	8	1.0	0	-3.3	.	10	-6
COc1cccc(C(=O)NC2CCSC2=O)c1 (centres undefined)	-1	-2	-2	-9	-0.5	-2	0.7	20	-6	-4
COc1ccc(/C=N/Nc2ncnc3sc4c(c23)CCCC4)cc1OC	-3	-3	-5	4	1.6	-3	-2.2	-14	-6	-12
CC(=O)NCCn1c(SCC#N)nc2ccccc2c1=O	-6	1	-4	-6	0.0	0	0.0	17	3	5
COc1cccc(C2CC(C(F)(F)F)n3ncc(C(=O)NC(C)(C)C)c3N2)c1 (centres undefined)	7	-5	5	-8	2.2	-1	1.1	2	-21	-11
COc1ccccc1CN1CCCC(N2CCN(c3ccccc3OC)CC2)C1 (centres undefined)	-2	-7	4	-8	0.1	-1	-0.3	-2	-7	7
CCOc1ccccc1NS(=O)(=O)c1ccc(OC)c(OC)c1	-3	0	-1	-2	-0.2	0	-3.1	-11	0	-2
CC(=O)C1C(c2cccc(F)c2)c2c(n[nH]c2C)CC1(C)O (centres undefined)	0	-1	-1	-16	1.7	-2	0.0	-2	1	0
CC(=O)Oc1ccc2cc(-c3nc4ccccc4n3C)c(=O)oc2c1	5	2	0	1	0.2	0	-1.3	27	0	-13
Cc1ccc(-n2c(-c3cc(-c4ccco4)[nH]n3)n[nH]c2=S)c(Br)c1	-9	-2	-4	-7	-1.0	-6	-0.9	.	0	-9
COc1ccccc1NC(=O)OC(C)c1ccc(Cl)cc1 (centres undefined)	-4	-4	1	24	-1.2	-9	-2.5	.	9	4
COc1ccccc1-c1cc(C(F)(F)F)nc(N2CCN(c3ccccc3)CC2)n1	7	-2	-2	5	1.0	-1	-1.5	?	-16	-12
CCCC(=O)NCCc1cc2c(C)ccc(C)c2[nH]c1=O	0	.	-2	-6	-0.5	2	-0.9	.	-5	-3
O=C(O)COc1ccc2oc3ccccc3c2c1	-3	-3	-2	-9	1.3	-2	-1.9	-2	-13	-5
C[C@@H](C(=O)Nc1ccc2c(c1)OCO2)n1c(=O)[nH]c2ccccc2c1=O	2	2	-6	8	-0.9	1	-0.7	-5	-13	-6
Cc1ccc(S(=O)(=O)/N=C2\C=C(NS(=O)(=O)c3ccccc3)C(=O)c3ccccc32)cc1	-3	.	-3	?	-1.8	15	-2.2	3	-5	-6
O=C(NCCCNc1ccc([N+](=O)[O-])cc1Cl)c1ccccc1F	7	-3	5	13	0.7	-2	-1.3	-18	-1	-7
Nc1nc(-c2ccco2)nn1C(=O)c1cccnc1	-2	-5	-3	7	-0.7	-4	-0.7	0	0	-5
COc1ccc(C(=O)N/N=C\c2coc3ccc(Cl)cc3c2=O)cc1	-3	0	-4	-3	-0.8	-3	-3.8	0	6	3
O=C(O)CCCC(=O)Nc1ccc(Br)cc1	-1	-2	-5	3	0.0	0	-1.0	22	-3	1
CCOCCCN(C)C1CCN(S(=O)(=O)c2csc(C(N)=O)c2)CC1	-6	-4	-5	-3	0.3	0	-2.2	5	-2	-1
CCc1ccc(NC(=O)c2nc(S(=O)(=O)Cc3ccccc3)ncc2Cl)cc1	3	-5	-2	3	0.8	0	-2.0	23	-14	8
S=C(NC1CCCCC1)NN1CCCCCC1	-5	.	0	4	0.2	-2	0.3	-1	-1	-10
COc1ccc(CCNC(=O)C(=O)NCCOc2ccccc2Cl)cc1OC	-1	-2	-2	3	0.6	0	-1.4	8	2	-4
O=C(O)c1ccc(NS(=O)(=O)/C=C/c2ccccc2)cc1	-3	-2	1	2	-0.4	0	0.2	-5	-3	-5
Cc1ccc2nc(SCCC#N)nc(C)c2c1	-1	-1	-6	-2	-0.6	-5	-1.2	-22	5	0
COc1ccc(-c2csc(-n3ncc(C(=O)O)c3C(F)(F)F)n2)cc1	0	-3	3	-6	-1.1	3	-2.0	8	-8	-6
Cc1ccc(-c2nnn(CC(=O)NC3CCCc4ccccc43)n2)cc1 (centres undefined)	0	2	-2	8	0.5	-6	-0.1	10	2	5
O=C1C=C(c2ccccc2)C[C@@H](c2ccc(Cl)cc2)C1	-4	-2	-1	3	0.3	-11	-2.7	-36	1	3
CCN(C(=O)c1cc2c(s1)-c1ccccc1S(=O)(=O)C2)c1cc(OC)ccc1OC	-2	.	2	-11	0.7	0	-0.9	-43	-8	-4
Cc1cccc(NC(=O)Nc2c(C)n(C)n(-c3ccccc3)c2=O)c1C	0	3	-2	-11	-1.6	2	-1.4	.	4	-4
Cc1cc(O)c(C=Nc2ccc(N3CCOCC3)cc2)c(C)c1Cl	8	-1	-7	2	0.2	1	-2.9	-14	-8	-6
COC(=O)[C@]1(CC(C)C)N[C@H](c2ccc(SC3CCCCC3)c(OC)c2)[C@@H]2C(=O)N(C)C(=O)[C@@H]21	-1	-1	-1	24	-0.3	-4	-1.4	-75	-10	-3
O=C(Nc1cccc(S(=O)(=O)N2CCOCC2)c1)C1CCCC1	-3	-4	2	4	-0.3	-4	-0.1	31	-1	-10
Cn1c(C(=O)NC2CCCCC2)cc2sccc21	1	0	-3	-8	-0.1	-2	-3.4	5	0	-9
CC1CC(=O)NN=C1c1ccc(N(C)C)c([N+](=O)[O-])c1 (centres undefined)	0	.	-3	5	0.0	3	-1.4	46	-2	9
COc1ccc(NC(=O)N2CC(C)OC(C)C2)cc1OC (centres undefined)	0	.	3	-1	0.6	-1	-0.4	11	-2	-2
